From PubChem
Autofluor 339: intrinsic fluorescence of library compounds, ex339/em460 – biochemical, MLSMR library, data from DPM-DC assay, artefact control, profiling panel; compound autofluorescence, ex339/em460 nm, NADH buffer; stronger effect = higher value; 1 = no-compound wells, NADH background; fluorescence fold increase at 10 µM; 5.5% of 65,000 active;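 active means at 10 µM, mean starting fluorescence two-fold or more over control wells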;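 further: signal is the first read of a kinetic run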
HTR1A agonist: human 5-HT1a receptor agonists, primary screen, cell-based, CHO, Ga15 NFAT-bla reporter | 0.56% of 65,000 active | CHO 5-HT1a Ga15 NFAT-bla reporter, FRET ratio; 0% basal, 100% maximal reference agonist | activation, % at 10 µM | AID 567, 2006 | 5-hydroxytryptamine receptor 1A (Homo sapiens), P08908;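 active means activation above the screen-wide mean activation plus 3 SD, cut at about 19% in these data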;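 further: 0% = DMSO wells and 100% = 5-CT at EC100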
Hsp90 block: tumor Hsp90 inhibitors, primary screen, cell lysate, fluorescence polarization, NCI-N417 lysate. 0.35% of 64,000 active. AID 429, 2006. Cy3B-geldanamycin FP displacement. inhibition, % at 30 µM. Heat shock protein HSP 90-alpha (Homo sapiens), P07900;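 active means inhibition above 50%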;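 further: 0% = tracer plus lysate wells and 100% = tracer alone without lysate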
E coli RNAP: E. coli RNAP inhibitors, biochemical | DNA-directed RNA polymerase subunit beta (Escherichia coli (strain K12)), P0A8V2 | E. coli RNA polymerase, fluorescence transcription assay | inhibition, %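 (tested at 10 µM)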 | 0.2% of 62,000 active | AID 559, 2006; in the data active means inhibition above about 20%;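 further: 0% = enzyme without compound and 100% = no enzyme blank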
NADH coupling: inhibitors of PK/LDH coupling enzymes, profiling panel, artefact control, biochemical, MLSMR library; IC50, µM (highest dose often 10 µM), for the others: at the highest dose inhibition; 0.02% of 65,000 active; coupled PK/LDH NADH assays, four targets;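 active means single-dose screening hits from any of four coupled enzyme assays that gave an IC50 when retested across doses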;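 further: the DPM-DC format reads NADH fluorescence rather than 340 nm absorbance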
M1 antagonist: antagonists of rat M1 muscarinic receptor; Muscarinic acetylcholine receptor M1 (Rattus norvegicus), P08482; CHO-M1 cells, Fluo-4 calcium, ACh EC80 antagonist mode; stronger effect = lower value; B-score at 10 µM; 3.4% of 64,000 active;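 active means calcium fluorescence response, raw or row-and-column corrected B-score, differing from the plate sample mean either way at a set confidence level, mostly lower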
Target sequence (P08482 whole entry, looked up): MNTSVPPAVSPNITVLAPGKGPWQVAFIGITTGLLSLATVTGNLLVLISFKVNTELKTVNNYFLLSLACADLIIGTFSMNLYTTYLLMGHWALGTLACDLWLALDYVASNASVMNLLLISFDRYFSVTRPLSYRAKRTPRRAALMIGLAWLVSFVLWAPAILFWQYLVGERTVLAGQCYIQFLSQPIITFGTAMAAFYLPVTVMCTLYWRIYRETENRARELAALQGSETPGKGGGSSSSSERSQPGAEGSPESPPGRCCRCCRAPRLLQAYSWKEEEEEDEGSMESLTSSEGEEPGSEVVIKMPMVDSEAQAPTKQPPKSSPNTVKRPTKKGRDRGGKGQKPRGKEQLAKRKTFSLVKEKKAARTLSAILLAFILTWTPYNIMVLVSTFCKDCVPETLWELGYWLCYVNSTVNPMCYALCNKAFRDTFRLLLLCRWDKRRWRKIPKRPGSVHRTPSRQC
HER2 expr 66K: inhibitors of Her2 protein expression, primary screen, SKBR-3 cells, AlphaScreen, 66K library | Receptor tyrosine-protein kinase erbB-2 (Homo sapiens), P04626 | AID 645, 2007 | SKBR-3 HER2 protein level, 18-24 h; stronger effect = lower value | 0.69% of 65,000 active | HER2 level % of control, % at 10 µM;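 active means HER2 level under 5% of the carrier-only control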;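 further: 100% = DMSO carrier and 0% = 500 nM PU-H71 HSP90 inhibitor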
D1 allo mod: D1 CRE-luciferase signal change, two-sided – cell-based, HEK293 D1, dopamine EC30, D1 allosteric modulator project, primary screen; B-score at 10 µM; 5.9% of 58,000 active; dopamine EC30 potentiation; actives deviate in either direction;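 active means luminescence count or its row- and column-corrected plate score outside the 99.7% band of the plate's sample wells, on either side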
Target sequence (P21728 whole entry, looked up): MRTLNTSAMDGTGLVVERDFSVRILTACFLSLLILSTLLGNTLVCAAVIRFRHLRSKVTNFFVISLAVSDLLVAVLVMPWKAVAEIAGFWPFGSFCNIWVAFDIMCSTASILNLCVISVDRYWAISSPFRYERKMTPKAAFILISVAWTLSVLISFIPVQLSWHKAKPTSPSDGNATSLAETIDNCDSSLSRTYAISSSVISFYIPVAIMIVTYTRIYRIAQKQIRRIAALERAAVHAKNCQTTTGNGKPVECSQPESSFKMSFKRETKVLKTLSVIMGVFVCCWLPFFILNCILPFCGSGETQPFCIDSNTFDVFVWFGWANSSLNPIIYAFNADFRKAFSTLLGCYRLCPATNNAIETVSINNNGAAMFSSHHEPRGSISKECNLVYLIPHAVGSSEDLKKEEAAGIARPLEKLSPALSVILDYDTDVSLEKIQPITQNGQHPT
M1 ag: M1 muscarinic receptor agonists, primary screen, CHO-M1 cells, Fluo-4 calcium, agonist mode. Muscarinic acetylcholine receptor M1. Fluo-4 calcium fluorescence; stronger effect = higher value. B-score at 10 µM. 3% of 64,000 active. AID 626, 2007;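 active means fluorescence rise, raw or as B-score row- and column-corrected plate score, outside the 99.7% band of its plate's samples, either direction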
The depositor's hits bear a star; / = no result given; [ ] = another dose, or the depositor's remark.

SMILES | Autofluor 339 | HTR1A agonist | Hsp90 block | E coli RNAP | NADH coupling | M1 antagonist | HER2 expr 66K | D1 allo mod | M1 ag
CCCn1c2c(c(O)c(C(=O)Nc3ccccc3)c1=O)CCCC2 | 1.19 | 3.5 | 0.5 | 4.3 | 11.0% | -0.149 | 106.0 | 0.163 | 0.273
CCOC(=O)C1=C2N(C)c3ccccc3N2CCC1=O | 0.99 | -4.2 | -2.5 | 2.9 | 3.0% | 0.0139 | 107.9 | -1.91 | 0.835
COc1cc2c(cc1OC)CN(Cc1ccc(OC)c(C)c1OC)CC2 | 1.09 | 1.1 | -1.4 | / | 15.0% | -3.39* | 112.0 | -0.335 | -1.75
Cc1ccc(SCCC(=O)N2CCC(C(N)=O)CC2)cc1 | 1.1 | -1.4 | 2.1 | 3.2 | 6.0% | 0.225 | 72.9 | -0.965 | -0.11
CCOC(=O)c1cnc2ccc(C(=O)OC)cc2c1NCc1ccco1 | 1.5 | 0.2 | -11.5 | 8.4 | 5.0% | -0.283 | 79.9 | 1.83 | -0.222
CN(C)c1ccc(P(=O)(OC2CCCCC2)C(O)c2cccnc2)cc1 (centres undefined) | 1.12 | -2.8 | 0.6 | 1.8 | 3.0% | -0.0452 | 101.1 | -0.203 | 0.173
O=S(=O)(c1cccs1)N1CCCc2ccccc21 | 1.05 | 0.3 | -2.9 | -2.4 | 8.0% | 0.931 | 96.4 | 1.32 | 0.0933
COc1ccc(-c2noc(CCC(=O)Nc3ccc(C)c(C)c3)n2)cc1 | 1.09 | -3.0 | 3.2 | / | 2.0% | -3.15* | 89.2 | -0.299 | -0.00182
Cc1noc(/C=C/N(C)C)c1S(=O)(=O)NC1CCCCC1 | 0.94 | -1.8 | -1.6 | 6.8 | 9.0% | -0.164 | 90.7 | -0.198 | -0.178
c1cnc2ccc(C(c3nnnn3C3CCCC3)N3CCN(c4nc5ccccc5s4)CC3)cc2c1 (centres undefined) | 1 | 2.9 | 1.0 | 8.0 | 2.0% | -0.423 | 104.9 | 0.473 | -0.2
COc1ccc(OC)c(C2C3=C(CCCC3=O)Nc3c2c(=O)n(C)c(=O)n3C)c1 (centres undefined) | 1.05 | 0.0 | -5.6 | 4.3 | 3.0% | 0.766 | 96.9 | 0.045 | -0.697
O=c1cc(N2CCc3ccccc3C2)[nH]c(=O)n1C1CCCCC1 | 1.08 | -1.7 | -0.6 | 9.9 | 6.0% | 1.21 | 85.7 | -0.622 | -0.0481

Given with each value named: part of the list above.
COc1ccc(OC)c(C2C3=C(CCCC3=O)Nc3c2c(=O)n(C)c(=O)n3C)c1 (centres undefined)
- Autofluor 339: 1.05
- HTR1A agonist: 0.0
- Hsp90 block: -5.6
- E coli RNAP: 4.3
- NADH coupling: 3.0%
- M1 antagonist: 0.766
- HER2 expr 66K: 96.9
- D1 allo mod: 0.045
- M1 ag: -0.697

CCCn1c2c(c(O)c(C(=O)Nc3ccccc3)c1=O)CCCC2
- Autofluor 339: 1.19
- HTR1A agonist: 3.5
- Hsp90 block: 0.5
- E coli RNAP: 4.3
- NADH coupling: 11.0%
- M1 antagonist: -0.149
- HER2 expr 66K: 106.0
- D1 allo mod: 0.163
- M1 ag: 0.273

CCOC(=O)c1cnc2ccc(C(=O)OC)cc2c1NCc1ccco1
- Autofluor 339: 1.5
- HTR1A agonist: 0.2
- Hsp90 block: -11.5
- E coli RNAP: 8.4
- NADH coupling: 5.0%
- M1 antagonist: -0.283
- HER2 expr 66K: 79.9
- D1 allo mod: 1.83
- M1 ag: -0.222

Carrying on:
SMILES | Autofluor 339 | HTR1A agonist | Hsp90 block | E coli RNAP | NADH coupling | M1 antagonist | HER2 expr 66K | D1 allo mod | M1 ag
CCOC(=O)c1csc(NC(=O)c2ccc(S(=O)(=O)N(CC)CC)cc2)n1 | 1.15 | 0.9 | -5.0 | / | 5.0% | 1.27 | 108.4 | 0.413 | 0.343
COC(=O)CCn1nnc(-c2ccc(C(C)C)cc2)n1 | 2.95* | -1.7 | 1.8 | 7.4 | 7.0% | -0.612 | 72.0 | -2.52* | 0.00585
Cc1ccc(NC(=O)c2oc3c(c2C)C(=O)CC(C)(C)C3)cc1 | 1.1 | -2.1 | 2.0 | 7.5 | 1.0% | 0 | 120.8 | -1.86 | 0.0608
CCc1ccc2oc(=O)cc(CN3CCC(C)CC3)c2c1 | 1.09 | 1.1 | -8.5 | -6.3 | 10.0% | -0.167 | 123.7 | 5.87* | -0.571
COc1ccc(OC)c(C2C(C(N)=O)=C(C)Nc3nc(CCCO)nn32)c1 (centres undefined) | 1.02 | -1.2 | -0.6 | 8.0 | 1.0% | -0.339 | 99.3 | 0.197 | 0.0703
NC(=O)c1c(NC(=O)CN2CCCC2)sc2c1CCCC2 | 1.09 | -1.2 | -2.8 | 5.3 | 2.0% | 0.292 | 87.5 | -0.761 | 0.0809
CCOC(=O)c1c(C)oc2c1cc(O)c1ccccc12 | 1.29 | 0.4 | 17.7 | 7.9 | 8.0% | 0.111 | 83.0 | 0.75 | 0.591
CC(CC(=O)O)CC1=NS(=O)(=O)c2ccccc2N1 (centres undefined) | 1.09 | -2.5 | -3.7 | -0.8 | 8.0% | -0.146 | 126.5 | / | 0.511
Cc1ccc2oc(NC(=O)N3CCOCC3)cc(=O)c2c1 | 1.64 | -0.2 | / | 8.1 | 11.0% | 0.383 | 95.9 | 0.0247 | 0.234
O=C(CSc1nnc(-c2cccs2)o1)N1CCOCC1 | 0.98 | 1.3 | 0.5 | 6.0 | 3.0% | 0.0751 | 153.2 | -0.0891 | 0.0212
O=C(Nc1ccccc1F)c1ccc(S(=O)(=O)NCC2CCCO2)cc1 (centres undefined) | 1.06 | -1.4 | -0.1 | 4.4 | 8.0% | -0.137 | 109.9 | -0.307 | -0.431
CCOc1cccc(-c2nc(C(N)=O)c3[nH]c(=O)n(-c4cccc(Cl)c4)c3n2)c1O | 1.03 | -0.8 | -2.8 | -2.0 | 3.0% | 0.133 | 103.3 | 0.0808 | -0.0668
COc1ccc(S(=O)(=O)N2CCN(S(=O)(=O)c3ccc(C(F)(F)F)cc3)CC2)cc1C | 1.59 | -2.3 | 1.5 | 3.5 | 11.0% | 0.863 | 98.6 | 0.196 | -0.00513
CN(c1nnc(N)s1)C1CCCCC1 | 1.06 | -5.0 | -0.6 | 6.8 | 8.0% | -0.132 | 84.6 | -0.923 | 0.356
O=C(c1ccccc1)N(CCN1CCOCC1)C1(C(=O)Nc2ccccc2)CCCCC1 | 1.03 | 0.1 | 0.9 | -4.3 | 2.0% | -0.231 | 88.6 | 0.0506 | 0.927
Cc1oc(C(=O)O)cc1CSCc1cc(C(=O)O)c(C)o1 | 1.01 | -3.1 | -0.6 | -7.0 | 3.0% | -0.01 | 99.5 | -1.03 | -0.235
Cc1nc2sc3c(NCc4ccco4)ncnc3c2c2c1COC(C)(C)C2 | 1.35 | 3.8 | -2.7 | 4.5 | 3.0% | 0.365 | 56.7 | / | 1.09
Cc1nc2nc(C)c(CCC(=O)NCCC3=CCCCC3)c(C)n2n1 | 1.1 | -4.4 | -2.5 | 13.2 | 5.0% | -0.0333 | 102.6 | -0.169 | -0.24
COc1ccc(C(=O)Nc2cccc(C)c2)cc1 | 1.1 | -2.4 | -3.0 | 7.0 | 0.0% | 0.719 | 116.0 | -3.55* | 0.589
CCOc1cc(C(=O)NC)cc(OCC)c1OCC | 1.04 | -0.2 | 0.1 | 7.5 | 4.0% | 0.00762 | 80.5 | / | -0.512
CCOC(=O)N1CCN(C(=O)CSc2nc3c(cnn3-c3ccccc3)c(=O)[nH]2)CC1 | 1.07 | 0.9 | -2.3 | 0.8 | 3.0% | 0.0496 | 90.3 | -0.62 | 1.3
CCCCC1CCC(C(=O)Nc2c(C)n(C)n(-c3ccccc3)c2=O)CC1 (centres undefined) | 1.06 | -1.5 | -1.0 | 8.1 | 4.0% | 0.0222 | 88.2 | -0.578 | -0.126
Cc1nc(SCC(=O)NCC2CCCO2)c2oc3ccccc3c2n1 (centres undefined) | 1.05 | -2.0 | -0.3 | 4.0 | 4.0% | 0.128 | 98.0 | 1.09 | -0.00973
COc1ccccc1NC(=O)CNC(=O)c1ccc(F)cc1 | 1.09 | -2.2 | -1.1 | 0.7 | 1.0% | -2.04 | 86.7 | 0.314 | 0.676
Cc1cc(SCC(=O)Nc2c(C)n(C)n(-c3ccccc3)c2=O)n2c(nc3ccccc32)c1C#N | 1.35 | -0.3 | -9.2 | / | 6.0% | -0.117 | 96.6 | -1.01 | -0.0994
CN(Cc1ccccc1)C(=O)C1CCN(Cc2ccc(F)cc2)CC1 | 1.14 | -3.5 | -1.2 | 0.0 | 17.0% | -0.108 | 115.7 | -0.298 | -0.726
Cc1ccn(S(=O)(=O)c2ccc(C(C)(C)C)cc2)n1 | 1.18 | -3.7 | 2.7 | -8.2 | 2.0% | / | 111.2 | 0.153 | /
Cc1nn(-c2ccccc2)c2sc(C(=O)n3cccn3)cc12 | 2.24* | 0.9 | -7.3 | 3.5 | 9.0%[fluoresces] | 0.243 | 66.3 | 1.05 | 0.974
c1ccc(SCc2nc3ccccc3[nH]2)nc1 | 1.03 | -1.8 | -2.3 | 14.9 | 2.0% | 0.311 | 128.0 | -0.178 | 1.79
Cc1ccc(SCc2nc(-c3ccncc3)no2)cc1 | 1.07 | -1.0 | -1.0 | 6.0 | 3.0% | / | 83.4 | / | /
Cc1ccc2c(c1)C(c1ccccc1)N(C(=O)c1ccc(Br)o1)CC(=O)N2 (centres undefined) | 1.06 | 0.3 | -4.0 | 6.5 | 2.0% | 0.754 | 94.0 | 2.15 | 0.577
CCCCCCNC(=O)c1c(O)c2cccc3c2n(c1=O)CCC3 | 1.19 | 0.7 | -0.1 | -3.1 | 3.0% | / | 87.6 | 0.00247 | /
CCn1c(SCC(N)=O)nnc1-c1ccc(OC)c(OC)c1 | 1.14 | -1.9 | 1.1 | -8.0 | 9.0% | 1.53 | 92.3 | 0.206 | 0.544
O=C(NCc1ccc2c(c1)OCO2)C1CC(=O)N(C2CCCC2)C1 (centres undefined) | 1.06 | -1.6 | 1.6 | 4.0 | 1.0% | -2.91* | 75.9 | -0.758 | -0.562
O=C(c1cccnc1)N1C2C=CC(C2)C1(C(F)(F)F)C(F)(F)F (centres undefined) | 1.13 | 0.6 | -7.7 | -0.7 | 0.0% | 0.816 | 106.1 | 0.656 | -0.451
Nc1n[nH]c(-c2ccc(Br)cc2)c1Cl | 1.03 | -1.4 | -0.2 | 6.9 | 4.0% | -0.353 | 82.5 | -0.288 | -0.0699
CC(C)c1ccc(NC(=O)COC(=O)C2=COCCO2)cc1 | 1.02 | -2.2 | 1.7 | 3.6 | 4.0% | -0.289 | 109.3 | -2.13 | -0.803
CCOC(=O)c1ccc2nc(C(F)(F)F)[nH]c(=O)c2c1 | 1.92 | 0.3 | -1.1 | 12.9 | 14.0% | 0.784 | 122.8 | 0.444 | 0.309
CNC(=O)NC(=O)COC(=O)CCCOc1ccc(OC)cc1 | 1.1 | -1.9 | -1.9 | 5.6 | 5.0% | -0.799 | 113.1 | -0.0362 | -0.0172
CCCCCn1c(SCCc2ccccc2)nc2c1c(=O)[nH]c(=O)n2C | 1.07 | 1.4 | 3.4 | -0.6 | 3.0% | 0.224 | 94.2 | 5.52* | 0.353
